IDH1 R132H inh: inhibitors of human mutant IDH1 R132H; IDH1-R132H enzyme, NADPH consumption, diaphorase/resazurin fluorescence; Potency, µM (series often up to 76.6 µM), for the others: top-dose activity change, negative = inhibition, actives largely listed as inhibitors; AID 602179; 390,000 compounds, 0.093% hits; O75874; further: potency means the concentration at half of the fitted maximal effect; on the % scale 0 is the no-effect control and ±100 the full control effect; nearly all actives have a fitted effect of over 65% in size
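IDH1-R132H (0.5 ug/mL dispensed) in pH 7.5 Tris buffer was preincubated 30 min with compound, then given a substrate mix of 0.016 mM NADPH and 2 mM alpha-KG for 80 min at room temperature; remaining NADPH was read by diaphorase/resazurin fluorescence.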
D2 agonist: agonists of human D2 dopamine receptor; P14416; 340,000 compounds, 0.53% hits; HEK293 T-REx D2 cells, calcium flux agonist mode; activation, % at 2 µM;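 active means activation over 3 SD above normal in the single-dose calcium agonist read, cut at about 30% in these data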; further: 0% is about no effect
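Tetracycline-induced HEK293 T-REx cells with force-coupled D2 receptor, plated overnight at 30 C, loaded with no-wash calcium dye. After a 10 s baseline, compound was pin-added and calcium flux read kinetically for 180 s; calcium rises flagged agonists.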
PI4K2A block: inhibitors of human PI4K2A; Q9BTU6; purified PI4K2A, ADP-Glo luminescence, 1 h; stronger effect = lower value; activity change, negative = inhibition, % at 76.9 µM; 420,000 compounds, 0.13% hits; in the data active means activity change below about -50%; inconclusive means mostly about -30% to -49%;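 further: -100% = wells without enzyme as full effect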
Target sequence (Q9BTU6 whole entry, looked up): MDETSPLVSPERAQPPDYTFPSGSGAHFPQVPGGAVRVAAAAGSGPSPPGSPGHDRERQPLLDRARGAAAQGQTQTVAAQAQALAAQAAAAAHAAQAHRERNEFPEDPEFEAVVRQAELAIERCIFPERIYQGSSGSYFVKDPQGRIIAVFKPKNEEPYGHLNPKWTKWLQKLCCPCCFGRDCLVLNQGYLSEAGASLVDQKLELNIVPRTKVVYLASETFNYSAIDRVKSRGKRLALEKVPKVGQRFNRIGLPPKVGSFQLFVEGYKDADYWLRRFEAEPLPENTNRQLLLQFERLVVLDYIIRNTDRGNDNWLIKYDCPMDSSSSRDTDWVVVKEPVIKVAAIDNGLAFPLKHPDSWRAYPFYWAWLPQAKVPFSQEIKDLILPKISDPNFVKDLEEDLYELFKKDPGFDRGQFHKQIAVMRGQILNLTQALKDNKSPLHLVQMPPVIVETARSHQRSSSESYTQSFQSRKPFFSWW
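Compounds are screened against recombinant PI4K2A using PI as substrate and ATP, the latter dispensed at 300 microM. Reactions run one hour at ambient temperature before ADP-Glo detection; full inhibition defined by wells lacking enzyme.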
USP1-UAF1 inh: blocks the human USP1/UAF1 deubiquitinase complex; recombinant USP1/UAF1, Ub-Rhodamine cleavage fluorescence; AID 743255; O94782; 390,000 compounds, 0.23% hits; Potency, µM (highest dose often 57.1 µM), without a hit: top-dose activity change, negative = inhibition, actives largely listed as inhibitors; further: potency means the concentration at half of the fitted maximal effect; on the % scale 0 is the no-effect control and ±100 the full control effect; nearly all actives have a fitted effect of over 60% in size; inactives centre near -12
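1 nM enzyme complex + cpd, 15 min RT; start with Ub-Rho 150nM final; kinetic fluorescence ex 480/em 540, 6 reads q60 s. Buffer 50mM HEPES pH 7.8, 0.5mM EDTA, 0.1 mg/ml BSA, 1mM TCEP, 0.01% Tween-20.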
D2 antagonist: antagonizes the human D2 dopamine receptor; 340,000 compounds, 2% hits; inhibition, % at 10 µM; AID 485344; HEK293 TREx D2 cells, calcium flux, dopamine EC80; in the data active means inhibition above about 30%; further: 0% is about no effect
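Dopamine at EC80 is the agonist stimulus; test compounds precede it by 180 s. Calcium flux read kinetically in a force-coupled, inducible HEK293 T-REx D2 cell line.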
TRHR agonist: agonists of human TRH receptor. AID 493084. TRHR cells, calcium flux fluo-8, FDSS agonist mode. P34981. 360,000 compounds, 0.18% hits. activation, % at 2 µM; in the data active means activation above about 30%; further: 0% is about no effect
Target sequence (P34981 whole entry, looked up): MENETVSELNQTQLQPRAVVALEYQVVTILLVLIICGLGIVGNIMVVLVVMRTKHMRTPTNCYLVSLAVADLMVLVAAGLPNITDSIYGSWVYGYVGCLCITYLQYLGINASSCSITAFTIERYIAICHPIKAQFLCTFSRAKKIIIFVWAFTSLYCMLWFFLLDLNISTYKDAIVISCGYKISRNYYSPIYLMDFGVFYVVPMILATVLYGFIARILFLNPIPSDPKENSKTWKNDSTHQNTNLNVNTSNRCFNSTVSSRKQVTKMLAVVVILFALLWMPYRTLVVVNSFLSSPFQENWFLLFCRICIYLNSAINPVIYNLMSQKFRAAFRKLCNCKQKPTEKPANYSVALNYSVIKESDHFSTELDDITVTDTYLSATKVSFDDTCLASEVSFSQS
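Steps: seed TRHR cells overnight; add fluo-8 no-wash Ca dye, RT 30 min–1.5 h; record 10 s baseline; pin-transfer compounds; monitor fluorescence 1 cycle/s for the agonist window. Calcium increases flag candidate agonists.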
TRHR PAM: allosterically enhances the human TRH receptor; TRHR cells, fluo-8 calcium fluorescence, EC20 TRH enhancement; P34981; enhancement, % at 2 µM; AID 493056; 360,000 compounds, 0.66% hits; in the data active means enhancement above about 30%; further: 0% is about no effect
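TRHR-expressing cells loaded with fluo-8 calcium dye were read kinetically (ex 480/em 530) during compound addition, then stimulated with an EC20 of TRH (10 nM final). Enhancement of the Gq-mediated intracellular calcium response was scored.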
TrxR1 substrate: substrates of rat thioredoxin reductase 1; purified TrxR1 substrate turnover, NADPH consumption readout; 390,000 compounds, 0.01% hits; Potency, µM (series often up to 114 µM), for inactives: at the highest dose activity change, negative = substrate turnover; further: potency means the concentration at half of the fitted maximal effect; on the % scale 0 is the no-effect control and ±100 the full control effect; nearly all actives have a fitted effect of over 50% in size
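Rat TrxR1, dispensed at 90 nM, was prereduced with 400 uM NADPH (final) for 5 min at ~22 deg C, then incubated with compound 15 min before 400 uM selenite. A first-read NADPH fluorescence drop versus no-compound background flagged substrates.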
TrxR1 inh: inhibitors of rat thioredoxin reductase 1; Potency, µM (doses to about 114 µM), for inactives: at the highest dose activity change, negative = inhibition, most hits filed as inhibitors; 390,000 compounds, 1% hits; O89049; recombinant rTrxR1, NADPH fluorescence consumption, selenite substrate; further: potency means the concentration at half of the fitted maximal effect; on the % scale 0 is the no-effect control and ±100 the full control effect; nearly all actives have a fitted effect of over 65% in size
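Rat TrxR1 (90 nM in the dispensed reagent) was pre-reduced with 400 uM NADPH for 5 min at room temperature, then incubated with compound for 15 min. After 400 uM selenite was added, NADPH fluorescence (Ex 340/Em 450 nm) was followed for 8 min.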
Numbers without * were called inactive; ? = inconclusive; . = no result given; & = joins results of further samples; [ ] = another dose, or the depositor's remark. Unless noted, the call rests on the fitted dose curve; in most records, active means well fitted inhibition curve with a large enough effect; inconclusive means small, poorly fitted or top-dose-only effect; inactive means no such curve, though single readings can be large or run the other way. Not a hit list; 3.9% or so of the library scored in one or more.

SMILES	IDH1 R132H inh	D2 agonist	PI4K2A block	USP1-UAF1 inh	D2 antagonist	TRHR agonist	TRHR PAM	TrxR1 substrate	TrxR1 inh
Cc1noc(C)c1CSCC(=O)N(C)CC(=O)Nc1ccccc1C(F)(F)F	-8%	-0.7	3	-14%	-8	0.5	-2	2%	14%
COc1cc(C(=O)NCC2CCCO2)ccc1OCc1c(C)noc1C (stereo not given)	-1%	0.2	0	-15%	-22	2.3	3	0%	4%
CC(C)OC(=O)CN1C(=O)C(C)(C)Oc2ccc(C(=O)NC(C)(C)C)cc21	-1%	0.5	-2	-19%	3	-0.9	2	1%	19%
Cc1ccccc1C(NC(N)=O)c1ccccc1 (stereo not given)	2%	0.2	-7	-1%	-1	-0.1	0	13%	35%
CCOC(=O)C1C(=O)C=C(/C=C/c2ccccc2)CC1c1ccc(Cl)cc1 (stereo not given)	1%	0.1	3	-14%	6	0.0	-3	-4%	13%
CCC(=O)Nc1cccc(C2=NN(c3ccccc3)C(c3ccc(OC)cc3)C2)c1 (stereo not given)	3%	-0.7	-4	-25%	-2	0.3	-17	256%[activator]	15%
COC/C=C/C1=CC2=CC(=O)C(C)(OC(=O)c3cnc4ccccc4n3)C(=O)C2=CN1CC(C)C (stereo not given)	12%	.	-24	?	.	.	.	-14%	?
CSc1ccc(CN(C)C(=O)c2cc(Cl)c3c(c2)OCCO3)cc1	-2%	-0.5	18	-4%	4	-0.9	3	-4%	4%
Cc1cccc(N2CCN(C(=O)c3cccn4c(=O)c5c(C)c(C)sc5nc34)CC2)c1C	-1%	1.3	-1	-10%	-6	1.0	-4	28%	0%
COc1ccc(-c2noc(-c3cccc(OC)c3OC)n2)cc1OC	4%	1.3	-8	-21%	9	0.3	-23	-2%	10%
O=C(c1cn(-c2ccccc2)nc1-c1cccs1)N(CCO)Cc1ccccc1	5%	-0.6	-2	-10%	-23	0.0	2	-4%[57.1 µM]	3%[57.1 µM]
Cc1ccc(CNC(=O)c2ccc(Cl)cc2[N+](=O)[O-])cc1	8%	0.3	-2	1%	5	-0.1	-5	-3%	-3%
CCOc1ccc(S(=O)(=O)N2CCC(C(=O)N3CCOCC3)CC2)cc1C	3%	0.0	8	-6%	0	-0.3	1	4%	20%
O=C1OCCC1S(=O)(=O)c1ccc2ccccc2c1 (stereo not given)	-2%	0.8	4	-4%	-5	-0.6	11	3%[57.1 µM]	7%[57.1 µM]
Cc1cc(C)nc(NS(=O)(=O)c2ccc(N)cc2)n1	8%	0.7&1.4&-0.2	0&-1	-25%	21&20&-8	0.1&0.4&-1.2	-3&1&-1	10%	22%
CCOC(=O)c1ccc(S(=O)(=O)N2CC(=O)Nc3ccccc32)cc1	0%	-0.1	-5	-5%	3	0.2	-5	-4%	14%
COc1ccc(NC(=O)N(Cc2cc3cc(OC)c(OC)cc3[nH]c2=O)CC2CCCO2)cc1 (stereo not given)	-1%	2.0	-6	4%	15	-0.6	-5	-1%	-9%
Cc1ccc(-c2cc(C(=O)N3CCN(c4ncccn4)CC3)c3ccccc3n2)cc1	2%	0.2	-5	-2%	-42	0.3	-16	3%	-1%
Cc1ccc2c(c1)c1c(c(=O)n(-c3cccc(Cl)c3)c(=O)n1CC(=O)NCC1CCCO1)n2C (stereo not given)	9%	0.1	-3	-20%	.	-0.9	-2	21%	9%
Cc1ccccc1CC(=O)c1ccc(O)c(C)c1O	0%	-0.1	-3	-18%	12	-1.5	0	0%[57.1 µM]	12%[57.1 µM]
CCn1c(SCC(=O)c2ccccc2)nc2ccccc2c1=O	1%	-2.3	-4	-18%	-12	-1.3	-7	5%[57.1 µM]	12%[57.1 µM]
Cc1oc2ccc(NS(=O)(=O)c3ccccc3)cc2c1C(=O)Nc1ccccc1	11%	-0.9	1	?	2	0.1	-1	5%[57.1 µM]	7%[57.1 µM]
COCc1cc(C)nc(SCC(=O)Nc2nc(C)cs2)c1C#N	0%	-1.1	-14	-24%	15	-0.7	2	2%	12%
CCN(CC)S(=O)(=O)c1ccc(O)c(NC(=O)CN2CCc3ccccc3C2)c1	-1%	4.4	1	-20%	-6	0.0	-1	4%[57.1 µM]	12%[57.1 µM]
Cc1cccc(C)c1NC(=O)CN(C)C(=O)CC1CC2CCC1C2 (stereo not given)	6%	0.0	1	0%	11	0.0	8	3%	13%
Cc1cc(C)cc(C(=O)NCC(=O)OCc2c(C)noc2C)c1	-3%	-0.7	4	-2%	-9	-0.2	2	-11%	-7%
COCc1nc2ccccc2n1CCc1ccccc1	-3%	-0.2	3	3%	-17	-1.5	-3	-1%	22%
COc1ccccc1NC(=O)CSc1nnc(Cn2nnc(-c3ccccc3)n2)n1-c1ccccc1	4%	0.0	-9	-6%	-11	1.6	-1	-12%	-10%
CC(=O)Nc1nonc1NC(=O)c1ccc(F)cc1	-7%	-1.3	2	-8%	13	0.8	1	12%[57.1 µM]	18%[57.1 µM]
CCC(=O)Nc1ccc2nc(SCc3ccccc3)sc2c1	.	-0.4	0	-20%	.	-0.1	1	3%	22%
CCOC(=O)c1nnn(-c2nonc2N)c1COc1cc(C)c(Cl)c(C)c1	-3%	0.5	0	-25%	-21	0.1	6	8%[57.1 µM]	16%[57.1 µM]
Cc1ccc(-c2nc(C)sc2CC(=O)Nc2nnc(C)s2)cc1	-4%	2.8	-4	5%	-8	-0.2	2	7%[57.1 µM]	3%[57.1 µM]
CCOC(=O)C1CCCN(C2CC(=O)N(c3ccc(C)cc3)C2=O)C1 (stereo not given)	-1%	0.0	1	8%	-8	0.2	6	4%	-9%
CCCCn1c(-c2nn(C)c(C)c2Cl)n[nH]c1=S	4%	-0.2	-16	-24%	-1	-0.7	0	-5%	-33%
Cc1ccccc1-n1cc(-c2ccccc2)nc1SCC(=O)Nc1ccc(F)cc1	2%	0.2	-3	-25%	.	0.1	-10	-5%[57.1 µM]	13%[57.1 µM]
COc1ccccc1NC(=O)CNC(=O)Cn1c(C)cc2ccccc2c1=O	-6%	0.9	2	-7%	17	-0.2	23	-2%	-7%
Cn1nc(C(=O)N2CCCCC2)c2c1-c1ccccc1S(=O)(=O)C2	-2%	0.0	-1	-16%	13	-0.1	-3	-3%	5%
CC1CCCC(NC(=O)COC(=O)c2ccc(S(=O)(=O)N3CCOCC3)cc2)C1C (stereo not given)	2%	-1.8	-2	-11%	-3	-0.5	28	1%	16%
COc1ccc(CCNC(=O)c2ccc(=O)[nH]c2)cc1	19%	0.2	-1	-12%	8	-0.7	-3	-1%[57.1 µM]	6%[57.1 µM]
Cc1cc(C)c2c(=O)n(CC(=O)N3CCC(N4CCCCC4)CC3)sc2n1	-5%	1.7	0	-25%	-12	1.3	-2	0%[57.1 µM]	0%[57.1 µM]
CC(C)C[C@@]12C(=O)N(c3cccc(Cl)c3)C(=O)N1[C@H](c1ccc(Br)cc1)[C@@H]1C(=O)N(C(C)(C)C)C(=O)[C@@H]12	-7%	-0.3	2	-22%	-19	2.4	-9	-1%	24%
O=C(NCc1cccnc1)c1ccc(CS(=O)(=O)c2ccc(Cl)cc2)o1	8%	0.4	11	-13%	-12	0.5	3	-3%	-14%
O=C(COC(=O)c1c(F)cccc1F)c1ccc[nH]1	10%	1.3	-18	-6%	1	0.4	-2	-1%	4%
COc1ccc(NC(=O)CSc2nccn2-c2ccccc2)cc1	2%	-0.6	8	-5%	-2	-0.5	-3	-2%[57.1 µM]	-9%[57.1 µM]
Cc1cc(NC(=O)COC(=O)[C@@H]2CCCN2C(=O)c2cccs2)no1	3%	.	-1	-6%	.	.	.	5%	10%
COc1ccc2c(c1)CCC/C2=N\OC(=O)c1ccccc1F	3%	-0.1	3	-17%	-3	-1.1	0	-3%	27%
O=C1CCCC2=C1C(c1ccc(OS(=O)(=O)c3ccc(Cl)cc3)cc1)C1=C(CCCC1=O)O2	7%	0.0	-1	-8%	26	-0.1	-7	-10%	11%
COc1ccc(OC)c(C(C)NC(=S)NC2CCCCC2)c1 (stereo not given)	24%	-1.1	1	-15%	-15	-1.3	2	-4%	10%
O=c1c2ccccc2nc2n1CCS2	0%	0.8	-1	-4%	1	0.0	8	-2%[57.1 µM]	12%
COc1ccc(NC(=O)CN(C)C(=O)c2ccc(NS(=O)(=O)c3ccc(F)cc3)cc2)cc1	0%	-0.2	3	-12%	24	-0.1	6	-7%	-6%
Nc1sc2c(c1C(=O)NC1CCS(=O)(=O)C1)CCC2 (stereo not given)	1%	0.2	-4	1%	-6	0.5	6	9%[57.1 µM]	25µM*
Cc1ccc(S(=O)(=O)NCCc2nnc3ccc(SCC(=O)Nc4c(C)cc(C)cc4C)nn23)cc1	-6%	-0.1	-2	?	.	-0.3	-1	-1%	3%

Six compounds picked at random from the list so far, as already listed:
SMILES	IDH1 R132H inh	D2 agonist	PI4K2A block	USP1-UAF1 inh	D2 antagonist	TRHR agonist	TRHR PAM	TrxR1 substrate	TrxR1 inh
COc1ccc(NC(=O)CN(C)C(=O)c2ccc(NS(=O)(=O)c3ccc(F)cc3)cc2)cc1	0%	-0.2	3	-12%	24	-0.1	6	-7%	-6%
CC(C)C[C@@]12C(=O)N(c3cccc(Cl)c3)C(=O)N1[C@H](c1ccc(Br)cc1)[C@@H]1C(=O)N(C(C)(C)C)C(=O)[C@@H]12	-7%	-0.3	2	-22%	-19	2.4	-9	-1%	24%
O=C(COC(=O)c1c(F)cccc1F)c1ccc[nH]1	10%	1.3	-18	-6%	1	0.4	-2	-1%	4%
O=c1c2ccccc2nc2n1CCS2	0%	0.8	-1	-4%	1	0.0	8	-2%[57.1 µM]	12%
O=C(NCc1cccnc1)c1ccc(CS(=O)(=O)c2ccc(Cl)cc2)o1	8%	0.4	11	-13%	-12	0.5	3	-3%	-14%
Cc1cc(NC(=O)COC(=O)[C@@H]2CCCN2C(=O)c2cccs2)no1	3%	.	-1	-6%	.	.	.	5%	10%

Source: PubChem BioAssay
